Screens (PubChem BioAssay)
CAL PDZ FP-1 = blocks peptide binding to human CAL PDZ domain | inhibition, % at 20 µM | AID 504414 | 0.02% of 330,000 active | purified CAL PDZ, TMR-peptide fluorescence polarization, 1 h | Q9HD26;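 active means highest replicate inhibition of at least 40%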;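 further: plate controls were DMSO neutral control wells for no effect and unlabeled competitor peptide control wells for full effect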
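Control set: unlabelled peptide and DMSO controls / Material: purified CerCALP PDZ construct / Timing: 1 h incubation at room temperature before polarization reading / Doses: 20 µM, one dose / Detection: fluorescence polarization (mP)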
LANA DNA inh = inhibitors of KSHV LANA C-terminal domain DNA binding; MBP-C-LANA/FAM-LBS DNA binding, fluorescence polarization; inhibition, % at 9 µM; 0.078% of 340,000 active; AID 504423;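 active means highest replicate inhibition at or above 60% at 9 µM, even if other replicates fall short; inactive means all replicates below 60% inhibition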;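 further: 0% = neutral control wells and 100% = 4 µM acridine orange control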
SR-BI uptake up = SR-BI HDL lipid transfer activation; CHO ldlA[mSR-BI] cells, DiI-HDL uptake fluorescence, 3 h; 100 = double the neutral-control signal; activation, % at 12.5 µM; 0.096% of 320,000 active; AID 504775;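 active means mean replicate activation of at least 60% and every replicate at or above 60%; inconclusive means mean or all-replicate condition met, but not both; inactive means mean below 60% and not all replicates reaching 60%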;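 further: 0% = median plate neutral-control signal and 100% = twice that signal; values of inactives mirror those of a sister screen read the other way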
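Material – SR-BI-overexpressing, LDLR-lacking CHO cells · Medium – BSA-supplemented, HEPES-buffered Ham's F12, pH 7.4 · Doses – single concentration · Times – compound with DiI-HDL co-incubation, 3 h at 37 °C · Measured by – bottom-read fluorescence, 550/595 nm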
Rtt109 HAT inh = inhibitors of Candida albicans Rtt109/Vps75 histone acetyltransferase; inhibition, % at 34.9 µM; Q5AAJ8; purified Rtt109/Vps75, ThioGlo CoA-SH fluorescence, 4 h; 0.16% of 330,000 active;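 active means inhibition of at least 50% in every replicate; inconclusive means best replicate reaches 50% inhibition but some replicates fall short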
Target sequence (Q5AAJ8 whole entry, looked up): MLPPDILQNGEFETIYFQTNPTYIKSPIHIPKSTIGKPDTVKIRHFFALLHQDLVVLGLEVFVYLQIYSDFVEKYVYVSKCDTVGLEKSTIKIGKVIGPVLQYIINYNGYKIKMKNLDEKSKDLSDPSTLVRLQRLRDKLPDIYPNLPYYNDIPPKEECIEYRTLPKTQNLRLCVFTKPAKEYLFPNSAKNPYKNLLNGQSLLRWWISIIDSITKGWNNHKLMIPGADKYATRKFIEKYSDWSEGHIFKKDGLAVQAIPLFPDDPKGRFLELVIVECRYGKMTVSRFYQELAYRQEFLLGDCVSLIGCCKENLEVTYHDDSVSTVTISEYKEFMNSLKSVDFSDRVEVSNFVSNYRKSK
Keap1-Nrf2 PPI = disrupts human Keap1 binding to Nrf2 peptide. Q14145. Keap1 Kelch-Nrf2 peptide fluorescence polarization, 1536-well. inhibition, % at 9.4 µM. 0.15% of 340,000 active. AID 504523; in the data active means inhibition above about 12%; inconclusive means no clear call, values can overlap the other calls; inactive means below about 7.3%;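 further: human Keap1 Kelch domain with fluorescein labeled Nrf2 9mer peptide probe; 0% = neutral control wells and 100% = peptide positive control; higher means more block of Keap1 binding to Nrf2 peptide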
CAL PDZ FP-2 = blocks peptide binding to the human CAL PDZ domain; 0.92% of 300,000 active; AID 602252; purified CAL PDZ, TMR-peptide fluorescence polarization, 1 h; inhibition, % at 24.9 µM; Q9HD26;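 active means mean inhibition of at least 30% with at least half of replicates also reaching 30%; inconclusive means no clear call, values can overlap the other calls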;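 further: 0% = DMSO neutral control and 100% = excess unlabeled competitor peptide PRC23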
PKA-R2B act = activates the human PKA-R2B holoenzyme complex. activation, % at 11.4 µM. 0.079% of 340,000 active. PKA-R2B holoenzyme dissociation, Cy5-IP20 fluorescence polarization; R2B truncated from residue 108, S112A mutant; 0% DMSO only, 100% 113 µM cGMP. AID 504700. P22694+P31323;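 active means activation above a cutoff set at the mean over all compounds plus 3 SD, cut at about 18% in these data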;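 further: higher means more holoenzyme dissociation and a rise in polarization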
Target sequence (P31323 whole entry, looked up, other chains not shown, the tested form may be a part): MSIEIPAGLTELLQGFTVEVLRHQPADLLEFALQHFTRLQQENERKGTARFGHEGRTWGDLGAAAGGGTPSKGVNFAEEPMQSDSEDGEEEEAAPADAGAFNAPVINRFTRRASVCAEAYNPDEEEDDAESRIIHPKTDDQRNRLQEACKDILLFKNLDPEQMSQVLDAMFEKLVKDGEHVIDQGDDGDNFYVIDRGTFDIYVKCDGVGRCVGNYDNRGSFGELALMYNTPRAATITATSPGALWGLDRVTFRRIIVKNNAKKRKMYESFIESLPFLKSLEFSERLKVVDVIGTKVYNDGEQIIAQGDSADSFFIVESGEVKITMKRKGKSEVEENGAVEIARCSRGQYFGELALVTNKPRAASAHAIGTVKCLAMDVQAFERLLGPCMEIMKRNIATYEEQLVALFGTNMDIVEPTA
DAGLB inhibitor = diacylglycerol lipase beta (human) inhibition. 0.059% of 340,000 active. inhibition, % at 5.17 µM. AID 504411. Q8NCG7. HEK293T DAGLB membrane lysate, EnzChek fluorogenic substrate; in the data active means inhibition above about 34%;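 further: 0% = enzyme with vehicle and 100% = wells lacking enzyme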
Cardiac RTF inh = cardiac RTF calcium desensitization; P19429+P45379; IANBD-labeled cardiac RTF, Ca2+ fluorescence; inhibition, % at 7.15 µM; 0.12% of 340,000 active; AID 493244;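 active means inhibition above the mean inhibition of all tested compounds plus 3 SD, cut at about 17% in these data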;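 further: assay run at fixed EC70 calcium of 1.6 mM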
cardiac RTF act = cardiac RTF calcium sensitization; P19429+P45379; IANBD-labeled TnC RTF fluorescence at EC20 calcium; 0% EC20 calcium, 100% full calcium; activation, % at 7.2 µM; 0.24% of 340,000 active;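 active means activation above the mean over all tested compounds plus 3 SD, cut at about 30% in these data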;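 further: rise in fluorescence read as greater calcium sensitivity of cardiac thin filaments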
* hit, by the source's call; u = inconclusive; x = not tested or not shown.

SMILES	CAL PDZ FP-1	LANA DNA inh	SR-BI uptake up	Rtt109 HAT inh	Keap1-Nrf2 PPI	CAL PDZ FP-2	PKA-R2B act	DAGLB inhibitor	Cardiac RTF inh	cardiac RTF act
Cc1cc(C(=O)NCCN2CCCCC2C)n(-c2ccccc2)n1 (centres undefined)	-2.4	3.4	x	-2	-1	x	-8	2	-4	12
Cc1nc2ncnn2c(C)c1CCC(=O)Nc1csc(N)n1	-2.0	-1.6	5	-5	0	x	-5	-2	-5	2
Cc1cc(C)cc(C(=O)N(CCc2ccccc2)C2=CC3CCC(C2)N3C)c1 (centres undefined)	-3.4	-1.1	0	x	0	-3	-1	-2	3	-7
CC(C)NC(=O)C1CCN(C2CCN(Cc3ccc4cccc(F)c4n3)CC2)CC1	-1.7	0.0	x	-4	1	-3	1	-1	-7	0
CCSC1=N/C(=C/c2ccsc2)C(=O)N1c1ccccc1	-1.6	1.3	-43	-3	3	-1	-2	-5	3	-5
CC1CCCCC1NC(=O)c1cccc(S(=O)(=O)N2CCN(Cc3ccccc3)CC2)c1 (centres undefined)	-1.2	-1.3	12	-5	-2	1	-18	-7	-2	-2
Cc1cc(C)cc(NC(=S)NCc2ccc(S(N)(=O)=O)cc2)c1	0.2	1.9	-17	5	-6	1	-4	-3	0	3
CC(C)(C)OC(=O)N1Cc2ccccc2C[C@H]1C(=O)NCC(=O)NC1CCCC1	-0.4	-1.1	8	18	-5	1	-5	-1	-6	-2
S=c1nccc(-c2cccs2)[nH]1	-0.1	-2.4	2	-4	1	-5	-1	-2	11	-3
CCn1cc(CNC(=O)C2CCC(=O)N(Cc3ccc(Cl)cc3)C2)cn1 (centres undefined)	-1.7	-0.7	29	-11	1	-3	-5	1	-2	-6
Fc1ccccc1CSc1ccc(-c2ccco2)nn1	-1.4	1.6	21	-4	-3	-2	-3	-8	19*	-5
N/C(=N\OC(=O)c1ccc(Br)cc1)c1ccncc1	-2.5	-0.7	14	1	u	-4	-11	-1	2	6
O=C(N/N=C/c1cc(Br)cc(Cl)c1O)c1ccc2c(c1)OCO2	-4.3	-1.4	-132	-2	0	x	-1	5	6	0
CCNC(=O)N1CCCC(C(=O)c2ccc(-c3ccccc3)cc2)C1 (centres undefined)	-19	1.3	6	-4	-2	-9	0	-1	-3	0
NC(=O)N1OCC2COc3ccc4ccccc4c3C21 (centres undefined)	-1.5	-1.4	43	-4	0	-1	8	-1	-19	1

Shown with values under each structure: entries from further up
Value order – CAL PDZ FP-1	LANA DNA inh	SR-BI uptake up	Rtt109 HAT inh	Keap1-Nrf2 PPI	CAL PDZ FP-2	PKA-R2B act	DAGLB inhibitor	Cardiac RTF inh	cardiac RTF act
Cc1cc(C(=O)NCCN2CCCCC2C)n(-c2ccccc2)n1 (centres undefined)
 : -2.4	3.4	x	-2	-1	x	-8	2	-4	12
Cc1nc2ncnn2c(C)c1CCC(=O)Nc1csc(N)n1
 : -2.0	-1.6	5	-5	0	x	-5	-2	-5	2
Cc1cc(C)cc(C(=O)N(CCc2ccccc2)C2=CC3CCC(C2)N3C)c1 (centres undefined)
 : -3.4	-1.1	0	x	0	-3	-1	-2	3	-7

Continuation.
SMILES	CAL PDZ FP-1	LANA DNA inh	SR-BI uptake up	Rtt109 HAT inh	Keap1-Nrf2 PPI	CAL PDZ FP-2	PKA-R2B act	DAGLB inhibitor	Cardiac RTF inh	cardiac RTF act
CCOC(=O)c1[nH]c(C)c(/C(O)=C2\C(=O)C(=O)N(CCN3CCOCC3)C2c2cccs2)c1C (centres undefined)	-0.8	1.0	-28	7	-9	-2	-12	-1	-1	1
Cc1oc(-c2ccc(Cl)cc2)nc1CN1CCCC(C(=O)NCc2cccnc2)C1 (centres undefined)	-0.6	0.3	-30	7	-5	1	3	1	-9	0
CCC1(c2ccccc2)NC(=O)N(CC(=O)NCCN2C(=O)S/C(=C\c3cccnc3)C2=O)C1=O (centres undefined)	-2.4	-1.3	7	7	1	-2	-3	2	-6	-1
Cc1ccc(NC(=O)N2CCCc3ccccc32)cc1	-0.6	2.3	-31	-9	0	-4	5	-1	4	-5
CC1(C)CC(=O)C=C(NCc2ccncc2)C1	-2.1	0.3	11	-8	2	x	-2	-3	-4	2
Cc1ccc(NC(=O)c2cc(N3C(=O)C4CC=CCC4C3=O)ccc2N2CCOCC2)cc1Cl (centres undefined)	-3.9	2.7	-12	12	-3	x	-8	-1	-1	-6
CC[C@H](C)[C@H](NC(N)=O)C(=O)NCCc1ccc(OC)c(OC)c1	1.0	1.0	-17	5	-3	3	1	-1	-8	7
OCCN(CC#CCn1c2ccccc2c2ccccc21)CCO	-1.8	1.1	-14	18	-5	-5	12	-2	-9	2
CCOc1ccc(OCCOCCn2ccnc2)cc1	-0.1	1.0	35	-16	-1	-2	-2	3	1	1
Cc1ccc(C(=O)NCC(=O)Nc2ccc3c(c2)OCCO3)cc1	-0.7	-0.5	-3	3	-7	-2	-12	-2	-20	4
COC(=O)/C(=C\c1ccc([N+](=O)[O-])o1)NC(=O)c1ccccc1	-5.7	-2.0	x	3	-6	-1	1	4	-12	6
COc1ccccc1NC(=O)N1CCCC1	-3.4	-2.9	-4	x	6	8	1	-3	-9	-6
COc1ccc(CNC(=O)CCCn2c(SCC#N)nc3cc4c(cc3c2=O)OCO4)cc1	-0.9	1.1	-34	-6	-2	x	0	0	-5	-5
CC1=C(C(=O)Nc2cccc(C)c2C)C(c2cccs2)NC(=S)N1 (centres undefined)	-0.2	-1.4	-2	2	-2	-6	3	-1	3	2
CN(C1CCCCC1)S(=O)(=O)c1ccc(C(=O)O)cc1	0.1	2.7	26	-13	-6	-2	-14	1	5	-7
CCc1nnc(NC(=O)c2cc(S(=O)(=O)N(C)c3ccc(OC)cc3)ccc2Cl)s1	-2.1	0.3	20	7	1	-1	14	4	-5	-5
CCCCCc1nnc(NC(=O)Cc2cccs2)s1	-0.2	-1.0	22	-10	-6	2	-4	1	-10	4
CCCCn1c(N)c(N(CCOC)C(=O)COC(=O)CSc2cc(C)c3ccccc3n2)c(=O)[nH]c1=O	-3.2	1.9	1	4	-3	-5	5	-1	-10	0
COc1ccc(CCNC(=O)CNCC(c2ccccc2)N(C)C)cc1OC (centres undefined)	1.1	-0.1	x	0	1	-3	1	2	-3	-2
Cc1ccccc1OCC(=O)Nc1nnc(COc2ccccc2)s1	-0.4	0.1	-11	-5	-3	x	5	-1	-3	-2
COC(=O)c1sccc1NS(=O)(=O)c1ccc(OC)cc1	-3.6	0.7	-10	-1	-5	-3	-13	-3	-8	2
CCOC(=O)C(=CNc1ccc(N2CCCCC2)c(S(=O)(=O)Nc2ccccc2OC)c1)C(=O)OCC	-1.2	0.1	-9	0	-2	-1	-15	0	-2	-4
Cc1ccsc1/C=C1\Oc2cc(OCC(=O)c3ccccc3)ccc2C1=O	0.5	3.5	-1	1	0	-1	2	-10	0	8
CCC(Oc1ccccc1)C(=O)Nc1ncc([N+](=O)[O-])s1 (centres undefined)	0.1	0.3	-21	4	-4	2	-4	5	-10	-1
Cc1ccc(C)c(NC(=O)C(c2ccccc2)N2CCN(CC(=O)N3CCOCC3)CC2)c1 (centres undefined)	0.4	-0.2	-14	8	-5	-6	6	-2	-4	-1
CC(C(=O)OCC(=O)c1ccc([N+](=O)[O-])cc1)N1C(=O)C2C3CCC(C3)C2C1=O (centres undefined)	0.0	1.8	9	108*	-2	5	-2	-2	1	-2
COc1ccc(S(=O)(=O)Nc2cccc3c2O[C@H](CN(C)S(=O)(=O)c2ccc(OC)cc2)[C@@H](C)CN([C@H](C)CO)C3=O)cc1	-1.0	2.1	18	-1	-3	-4	-3	-2	-2	1
Cc1ccc2nc(NC(=O)CSc3nc4c(c(=O)n3C)SC(C)C4)sc2c1 (centres undefined)	-2.6	0.7	-22	16	-3	-3	-4	-3	7	-1
COc1cccc(NC(=O)CN(c2ccc(C)cc2)S(=O)(=O)c2c(C)nn(C)c2C)c1	-0.5	0.8	17	2	0	-1	9	-2	-1	-2
Cc1ccc(C)c(NC(=O)CCN2CCN(CCO)CC2)c1	-1.0	0.2	-7	15	-1	x	3	-4	-17	-1
CCOc1c(Br)cc(C2NC(=O)CCC2[N+](=O)[O-])cc1OC (centres undefined)	-2.2	-1.0	11	2	1	x	5	1	-16	-2
CCN(CC)CCC(C)OC(=O)c1ccc(O)cc1O (centres undefined)	-0.2	0.9	x	-31	-1	-1	5	-2	-8	6
O=C(Nc1nnc(CCN2CCCCC2)s1)c1ccc(Cl)cc1Cl	-0.4	-0.5	16	4	1	-5	8	-1	-2	3
O=C(CS(=O)(=O)c1ccc(Cl)cc1)NCCS(=O)(=O)c1ccc(Cl)cc1	-0.4	-1.7	-12	-10	3	-1	-4	0	-1	5
CC(=O)Nc1cc[n+](CC(=O)c2cccc([N+](=O)[O-])c2)cc1	0.2	-1.3	-3	-3	-2	-1	2	0	-5	-3
O=C(NCCN1CCOCC1)C1CCC(CNS(=O)(=O)c2ccccc2)CC1 (centres undefined)	-0.2	1.5	33	3	-2	x	-8	3	1	-3
COc1ccc(C(=O)COC(=O)c2ccc3c(c2)NC(=O)CS3)c(OC)c1	-3.7	2.1	-54	-1	-7	2	-9	1	-13	-14
CC1(C)SC(=Nc2ccccc2)N(S(=O)(=O)c2ccccc2)C1=O	-0.2	-0.1	17	-1	5	x	1	2	-12	1
COCc1cc(C)nc(N/N=C/c2ccc(Cl)c(Cl)c2)c1C#N	-1.1	1.2	4	x	3	-7	-2	-2	0	0
Nc1nnc(Sc2ncccc2[N+](=O)[O-])s1	-0.8	0.0	-4	-9	0	2	1	1	-6	2
COc1ccc(Nc2nc3[nH]c(=O)cc(O)c3s2)cc1	-0.7	0.8	11	-6	-9	3	-9	8	-7	-4
O=C(Nc1ccc(-c2cn3ccsc3n2)cc1)C1CC1	-1.3	-1.6	-11	4	-1	2	-3	0	-6	8
CCCCCCSc1ccc(-c2nc3ccc(C)cn3c2NCc2ccccc2)cc1OC	-0.7	1.3	-29	1	-1	0	-2	-6	-5	1
CCOC(=O)CSc1nc2cc(S(=O)(=O)N3CCOCC3)ccc2n1CC	-2.1	1.3	24	-25	0	-3	-5	1	-5	7
COc1ccccc1C(=O)Nc1ccc(S(=O)(=O)Nc2cc(C)nc(C)n2)cc1	-1.5	-2.3	12	-1	2	-4	10	1	-6	1
CC1(C)CC(=O)C(N=Nc2cccc([N+](=O)[O-])c2)=C(O)C1	-0.5	-0.9	-5	6	-3	-6	-7	3	-1	-1
